RGS4-Gao reg – modulates binding of RGS4 to human Galphao; Multiplexed bead flow cytometry; actives lie on both sides; binding response (% of control), % at 10 µM; P09471; 0.33% of 220,000 active; in the data active = binding response below about 49% or above about 150%; inactive = in between;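 note: fluorescent Galphao activated with aluminum fluoride binding bead-coupled RGS4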
Bcl-B Bim block – disrupts Bim peptide binding to human Bcl-B; 0.073% of 190,000 active; Q9HD36; bead-based flow cytometry; inhibition, % at 10 µM; AID 951;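 note: 0% = tracer peptide without compound and 100% = reference inhibitor peptide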
Target sequence (Q9HD36 whole entry, looked up): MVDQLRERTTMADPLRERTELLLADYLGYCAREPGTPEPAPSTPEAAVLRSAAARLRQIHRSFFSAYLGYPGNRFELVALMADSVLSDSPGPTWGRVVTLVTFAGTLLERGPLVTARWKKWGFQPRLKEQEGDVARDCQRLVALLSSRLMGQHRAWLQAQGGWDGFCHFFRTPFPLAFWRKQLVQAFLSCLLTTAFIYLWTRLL
Bcl-W Bim block – human Bim-Bcl-W interaction inhibition; Q92843; bead-based flow cytometry, Bim peptide-Bcl-W binding; inhibition, % at 10 µM; 0.02% of 190,000 active; AID 952;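 note: 0% = bound tracer without compound and 100% = peptide blocker; higher means less fluorescent Bim peptide bound to Bcl-W beads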
Target sequence (Q92843 whole entry, looked up): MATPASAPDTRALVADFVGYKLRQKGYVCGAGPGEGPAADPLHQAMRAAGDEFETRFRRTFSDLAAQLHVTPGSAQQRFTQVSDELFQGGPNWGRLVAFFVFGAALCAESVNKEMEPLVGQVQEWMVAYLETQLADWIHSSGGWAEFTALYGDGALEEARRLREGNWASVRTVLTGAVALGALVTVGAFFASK
RGS7-Gao reg – human RGS7-Galphao interaction regulation. binding response (% of control), % at 10 µM. AID 1439. P09471. 0.35% of 220,000 active. Multiplexed bead flow cytometry, RGS7-Galphao binding; actives lie on both sides; in the data active = binding response below about 49% or above about 150%; inconclusive = no clear call, values can overlap the other calls; inactive = in between;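 note: fluorescent Galphao held in activated GDP-AlF4 state binding bead-coupled RGS7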
Bim-Bcl-2 – inhibitors of Bim-Bcl-2 interaction, human; 0.06% of 190,000 active; inhibition, % at 10 µM; AID 950; Bead-based flow cytometry, Bim peptide-Bcl-2 binding; in the data active = inhibition above about 40%; inconclusive = no clear call, values can overlap the other calls;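 note: 0% = no compound wells with probe peptide and 100% = reference peptide inhibitor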
Bim-Mcl-1 – inhibitors of Bim-Mcl-1 interaction, human; Q07820; Bead-based flow cytometry, Bim peptide-Mcl-1 binding; inhibition, % at 10 µM; 0.1% of 190,000 active;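 note: 0% = no compound tracer wells and 100% = peptide blocker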
Target sequence (Q07820 whole entry, looked up): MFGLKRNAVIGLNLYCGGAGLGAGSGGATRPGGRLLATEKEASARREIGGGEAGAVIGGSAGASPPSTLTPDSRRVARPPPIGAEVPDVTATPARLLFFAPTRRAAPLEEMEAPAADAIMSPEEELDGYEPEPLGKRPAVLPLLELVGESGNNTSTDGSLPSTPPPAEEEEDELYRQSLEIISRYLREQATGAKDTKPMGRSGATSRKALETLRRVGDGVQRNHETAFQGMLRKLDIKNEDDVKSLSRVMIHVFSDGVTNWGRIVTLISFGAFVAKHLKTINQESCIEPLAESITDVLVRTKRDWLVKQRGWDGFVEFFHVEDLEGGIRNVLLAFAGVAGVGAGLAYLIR
Bcl-XL Bim block – human Bim-Bcl-XL interaction inhibition | 0.04% of 190,000 active | inhibition, % at 10 µM | Bim peptide-Bcl-XL binding, bead flow cytometry, fluorescence | Q07817
Bim-Bfl-1 – inhibitors of Bim-Bfl-1 interaction, human; inhibition, % at 10 µM; Bead-based flow cytometry, Bim-Bfl-1 binding inhibition; 0.12% of 190,000 active; Q16548;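 note: 0% = wells without compound plus tracer and 100% = blocker peptide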
GSH bead fluor – compound fluoresces at 488/530 nm on GSH beads. GSH beads flow cytometry, compound fluorescence 488/530 nm; stronger effect = higher value. fluorescence (KMESF) at 10 µM. 0.25% of 190,000 active; in the data active = fluorescence above about 89;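 note: glutathione beads carrying GST-tagged Bcl family fusion proteins plus one bare bead set; values are compound well signal with DMSO vehicle wells as background; inactives centre near 16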
Mcl1 Bid PPI – disrupts binding of human Mcl-1 to Bid peptide | AID 1021 | TR-FRET Mcl-1/Bid-Dy647 peptide binding, 1536-well | inhibition, % at 21.7 µM | 0.97% of 220,000 active;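 active = compounds that cut the binding signal by more than half at the single screening dose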;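 note: His-tagged Mcl-1 with europium anti-His antibody binding Bid BH3 peptide; 0% = Mcl-1 plus peptide wells and 100% = peptide-only wells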
RGS8-Gao reg – modulates binding of RGS8 to human Galphao; multiplexed bead flow cytometry; actives lie on both sides; P09471; 0.34% of 220,000 active; AID 1423; response (percent of control binding), % at 10 µM; in the data active = response below about 60% or above about 140%; inactive = in between;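 note: Galphao activated as the GDP aluminium fluoride complex binding bead-coupled RGS8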
An asterisk follows results filed as active; ? = inconclusive. Cut-off read from the data, not from the text of the source, unless noted: active = inhibition above about 40%.

SMILES	RGS4-Gao reg	Bcl-B Bim block	Bcl-W Bim block	RGS7-Gao reg	Bim-Bcl-2	Bim-Mcl-1	Bcl-XL Bim block	Bim-Bfl-1	GSH bead fluor	Mcl1 Bid PPI	RGS8-Gao reg
CCn1nc(/C=C/c2ccccc2)nc2c(=O)n(C)c(=O)nc1-2	99	-1	-1	97	-3	0	-3	-4	14	-21	103
CC1(C)N=C(c2ccccc2)[C@@H]2C(c3ccc([N+](=O)[O-])cc3)N21 (stereo not given in full)	105	-4	-5	103	-3	-7	-6	-2	7	-13	104
COc1ccc(/C=C2\C(=N\O)C3CCN2CC3)cc1	88	-6	-3	94	-5	-5	-5	-2	18	22	82
Cc1ccsc1C(=O)C1CCCN(Cc2cnc(N3CCOCC3)s2)C1 (stereo not given)	102	-5	0	98	-2	0	-4	-6	17	-58	101
CCCNS(=O)(=O)c1ccc(OCC(=O)N2CCN(Cc3ccc4c(c3)OCO4)CC2)cc1	99	-7	0	93	-6	0	-1	-10	14	-25	99
O=C(c1cc2ccccc2oc1=O)N1CCC2(CC1)OCCO2	98	0	1	101	3	2	0	3	18	-8	97
O=c1[nH]c(=O)n(Cc2ccco2)c(O)c1C=NCCCn1ccnc1	100	0	2	100	-1	-2	-15	-6	33	17	100
COC(=O)c1c(C)[nH]c(C(=O)C(C)[N+]23CCN(CC2)CC3)c1C (stereo not given)	101	-4	-2	102	-3	0	-2	-4	17	74*	102
c1ccc2[nH]c(CCNC3CCCCC3)nc2c1	111	0	-1	114	0	0	-3	0	15	-6	114
O=C1NC(=O)N(Cc2ccccc2)C(=O)/C1=C\c1ccco1	96	-3	2	?	5	2	2	-2	12	-49	82
N=C(N)c1c(O)n(C2CCCCC2)c(=O)n(C2CCCCC2)c1=O	99	-8	-3	97	-11	-3	-12	-17	25	-1	99
CN(C)C=C1C(=O)N(C2CCCCC2)C(=O)N(C2CCCCC2)C1=O	88	-2	-3	100	-5	-2	-1	-4	7	-51	99
CCn1c(O)c(C=NCCc2c[nH]c3ccccc23)c(=O)[nH]c1=O	104	-7	3	104	-9	0	-1	-9	42	-89	101
O=c1c2ccccc2nc(-c2ccoc2)n1-c1ccccc1	101	-15	-1	101	-13	-6	-11	-17	35	2	99
CCN(CC)S(=O)(=O)c1ccc(C)c(NCC(=O)Nc2ccc(C#N)c(Cl)c2)c1	95	-4	-3	94	-9	0	-2	-14	11	-32	98
Cc1sc2ncn(CC(=O)NCC(=O)N3CCC4(CC3)OCCO4)c(=O)c2c1C	112	-7	0	109	-7	0	-3	-9	14	-22	108
CC(C(O)c1ccccc1)N(C)CCn1cnc2c1c(=O)n(C)c(=O)n2C (stereo not given)	101	-8	-5	99	-3	-1	-5	-8	15	-23	101
CCN(CC)CCCN=C(C)c1c(O)n(-c2ccc(C)cc2)c(=O)[nH]c1=O	101	-4	-4	101	-5	-2	-8	-5	27	-18	108
O=C1OCCN1P(=O)(c1ccccc1)c1ccccc1	107	-10	-3	102	-10	-5	-6	-19	32	2	104
COCC(C)OC(=O)c1c(N)n(Cc2ccco2)c2nc3ccccc3nc12 (stereo not given)	99	-9	-3	100	-5	-2	-4	0	10	-13	100
CCC12CN3CCN(CC(C3)C1O)C2 (stereo not given)	100	0	0	101	6	2	-3	0	12	-20	103
CCOc1cc(CNCCc2c[nH]c3ccccc23)cc(Cl)c1OCC	93	-8	-1	93	0	-4	-5	-1	9	-77	74
CCSc1nnc([C@@H](N)Cc2c[nH]c3ccccc23)o1	99	-5	0	101	0	-5	-6	-4	11	-31	98
COc1ccc(C(O)c2ccccc2OP(=O)(N(C)C)N(C)C)cc1 (stereo not given)	101	-7	-4	99	-10	-1	-2	-11	10	-15	94
Cc1ccc2nc3c(cc2c1)CC1(C(=O)N(C)C(=O)N(C)C1=O)C1COCCN31 (stereo not given)	103	0	0	100	-2	0	1	-2	21	-29	103
COc1ccc(CC2(CCc3ccccn3)C(=O)NC(=O)N(c3ccccc3C)C2=O)cc1OC (stereo not given)	100	-1	-2	102	0	-2	-1	-5	16	-9	102
CC(C)OP(=O)(OC(C)C)C(O)c1ccc(Br)cc1 (stereo not given)	99	-7	-3	98	-5	-2	-4	-15	14	-2	101
CNP(=S)(NC)OCCOc1ccc(OC)cc1	111	-8	0	111	-11	-2	-6	-12	36	-7	106
CNC(=O)c1cccn(Cc2ccc(C(F)(F)F)cc2)c1=O	97	4	1	?	3	0	-2	7	16	-8	99
CC(=NCCCN1CCOCC1)c1c(O)n(Cc2ccccc2)c(=O)[nH]c1=O	95	-12	-4	94	-13	-6	-9	-20	24	-3	96
CCCCn1c(=O)c(C=Nc2ccc(Cl)cc2)c(O)n(Cc2ccco2)c1=O	93	-2	-2	91	0	-1	-3	0	20	-7	98
CCN1CCN(c2ccc(N)cc2)CC1	96	-1	1	96	-4	0	-2	-2	14	-20	98
CCCCn1c(=O)c(C(=O)NCc2ccco2)c(O)c2ccccc21	96	-5	-1	99	-3	1	-3	-10	10	3	101
CNC(C(=O)c1ccccc1)C(OC)c1ccc(C)cc1 (stereo not given)	98	-6	-5	98	-1	-4	-8	-1	24	4	100
O=C1CSC2(CN3CCC2CC3)N1 (stereo not given)	99	-4	5	102	-4	2	0	-8	41	-20	99
O/N=C/c1c[nH]c2ccccc12	97	-8	1	100	-9	0	-3	-9	12	-34	100
Cc1ccsc1C(=O)C1CCCN(Cc2cccn2-c2ccccn2)C1 (stereo not given)	100	3	0	101	0	0	0	2	12	-34	99
CC(Cc1ccccc1)[n+]1cc(/N=C(\N)[O-])on1 (stereo not given)	112	-2	-5	109	-7	-5	-4	-7	15	-13	104
c1ccc2c(CCNC3CCCCC3)c[nH]c2c1	102	-2	0	100	-1	0	0	-3	12	-24	99
O=c1c2cc(Br)ccc2[nH]c(=S)n1-c1ccccc1	103	-4	0	102	-2	-1	-3	-7	15	-8	102
Nc1ccc2cc(Br)ccc2c1	109	-4	-2	105	-3	-1	-1	-3	15	-20	107
CN(CCc1ccccc1)Cc1ccccc1[N+](=O)[O-]	101	-4	2	94	-3	2	-3	-10	11	9	97
CCCCN(Cc1ccccc1)C1CCN(CCc2ccccc2)CC1	110	-8	-3	105	-3	-7	-8	-1	14	16	106
CCC(C)n1c(C)cc(C(N)=O)c1C (stereo not given)	101	-4	-2	?	-4	-5	-5	-5	12	-23	100
O=c1[nH]c(=S)[nH]c(O)c1N=Nc1ccc(S(=O)(=O)N2CCc3ccccc32)cc1	96	-16	-4	99	4	-5	-11	2	9	-35	98
CN1C(=O)C(Cc2ccc3c(c2)OCO3)C(=O)N(C)C1=O	99	-7	3	95	-6	0	-7	-11	49	-14	101

Compounds listed so far that have a halogen (7):
SMILES	RGS4-Gao reg	Bcl-B Bim block	Bcl-W Bim block	RGS7-Gao reg	Bim-Bcl-2	Bim-Mcl-1	Bcl-XL Bim block	Bim-Bfl-1	GSH bead fluor	Mcl1 Bid PPI	RGS8-Gao reg
CCN(CC)S(=O)(=O)c1ccc(C)c(NCC(=O)Nc2ccc(C#N)c(Cl)c2)c1	95	-4	-3	94	-9	0	-2	-14	11	-32	98
CCOc1cc(CNCCc2c[nH]c3ccccc23)cc(Cl)c1OCC	93	-8	-1	93	0	-4	-5	-1	9	-77	74
CC(C)OP(=O)(OC(C)C)C(O)c1ccc(Br)cc1 (stereo not given)	99	-7	-3	98	-5	-2	-4	-15	14	-2	101
CNC(=O)c1cccn(Cc2ccc(C(F)(F)F)cc2)c1=O	97	4	1	?	3	0	-2	7	16	-8	99
CCCCn1c(=O)c(C=Nc2ccc(Cl)cc2)c(O)n(Cc2ccco2)c1=O	93	-2	-2	91	0	-1	-3	0	20	-7	98
O=c1c2cc(Br)ccc2[nH]c(=S)n1-c1ccccc1	103	-4	0	102	-2	-1	-3	-7	15	-8	102
Nc1ccc2cc(Br)ccc2c1	109	-4	-2	105	-3	-1	-1	-3	15	-20	107

Bioassay records as filed in PubChem.

Not all compounds are listed, so the mix of outcomes need not match the whole.
